From PubChem BioAssay
SUMO HTRF inh: SUMOylation inhibition | hit rate 0.36% among 290,000 | inhibition, % at 35 µM | P63279 | HTRF SUMOylation assay, SAE1/SAE2 + UBC9, in vitro; in the data active means inhibition above about 50%, passing the limit was not always enough; further: strong numbers were not always called active
Target sequence (P63279 whole entry, looked up): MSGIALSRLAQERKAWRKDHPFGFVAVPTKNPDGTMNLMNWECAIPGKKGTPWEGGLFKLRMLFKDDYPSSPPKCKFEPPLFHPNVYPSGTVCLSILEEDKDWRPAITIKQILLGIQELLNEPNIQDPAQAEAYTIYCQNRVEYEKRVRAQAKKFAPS
MEKK2wt PB1 HTS: raises or lowers MEK5 binding to wildtype human MEKK2 PB1 domain. Q9Y2U5. bead flow cytometry, Alexa488-MEK5 binding to MEKK2 WT; actives lie on both sides. binding response (% of control), % at 10 µM. hit rate 1.1% among 290,000. AID 1531; in the data active means binding response below about 67% or above about 130%
GalR3 antag: antagonists of human GalR3; AID 651719; hit rate 0.44% among 360,000; HEK293 GalR3-CNG cAMP membrane potential fluorescence; galR3 body fused to GalR1 C-terminus; inhibition, % at 3 µM;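 active means inhibition above the screen-wide average plus 3 SD, cut at about 13% in these data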;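 further: forskolin and galanin both at EC90 stimulate the cells; cAMP rise reported by CNG channel membrane potential dye signal; 0% = forskolin plus galanin with DMSO and 100% = forskolin alone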
Target sequence (O60755 1-299 limits assumed): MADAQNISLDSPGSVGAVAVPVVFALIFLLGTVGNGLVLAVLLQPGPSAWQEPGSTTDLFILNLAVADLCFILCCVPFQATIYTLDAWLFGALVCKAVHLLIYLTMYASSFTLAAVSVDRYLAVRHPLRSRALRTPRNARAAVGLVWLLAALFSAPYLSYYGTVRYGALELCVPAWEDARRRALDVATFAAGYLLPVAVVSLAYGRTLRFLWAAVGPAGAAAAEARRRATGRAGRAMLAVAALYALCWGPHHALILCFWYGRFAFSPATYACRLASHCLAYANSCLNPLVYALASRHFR
MEKK2 mut-MEK5: signal of MEK5 binding to mutant human MEKK2 PB1 domain. bead flow cytometry, Alexa488-MEK5 binding to MEKK2 mutant. percent response, % at 10 µM. hit rate 0.35% among 290,000; in the data active means percent response above about 24%, passing the limit was not always enough; further: inactives centre near 1; some results filed as inactive read as strong as hits
CRFBP-R2 agonist: agonists of human CRF-binding protein/CRF-R2 receptor complex. activation, % at 13.2 µM. HEK293 CRF-R2/CRF-BP, calcium dye fluorescence (FLIPR); percent of saturating CRF peptide response. hit rate 0.46% among 350,000;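 active means activation of at least 50%, plus an integration ratio under a set limit after plate pattern correction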;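 further: plate controls were neutral control wells without compound for no effect and CRF at EC100 for full effect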
MEKK3 PB1 HTS: MEKK3-MEK5 PB1 interaction, increase or decrease; binding response (% of control), % at 10 µM; Q99759; hit rate 1.4% among 290,000; AID 1529; bead-based flow cytometry, Alexa488-MEK5 binding to MEKK3; actives lie on both sides; 0 = blocked by unlabeled MEK5, 100 = vehicle;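 active means binding response more than 3 SD above or below the average of its plate-row segment, actives on both sides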;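 further: Alexa488 bead fluorescence after subtracting the streptavidin-only scavenger bead signal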
Target sequence (Q99759 whole entry, looked up): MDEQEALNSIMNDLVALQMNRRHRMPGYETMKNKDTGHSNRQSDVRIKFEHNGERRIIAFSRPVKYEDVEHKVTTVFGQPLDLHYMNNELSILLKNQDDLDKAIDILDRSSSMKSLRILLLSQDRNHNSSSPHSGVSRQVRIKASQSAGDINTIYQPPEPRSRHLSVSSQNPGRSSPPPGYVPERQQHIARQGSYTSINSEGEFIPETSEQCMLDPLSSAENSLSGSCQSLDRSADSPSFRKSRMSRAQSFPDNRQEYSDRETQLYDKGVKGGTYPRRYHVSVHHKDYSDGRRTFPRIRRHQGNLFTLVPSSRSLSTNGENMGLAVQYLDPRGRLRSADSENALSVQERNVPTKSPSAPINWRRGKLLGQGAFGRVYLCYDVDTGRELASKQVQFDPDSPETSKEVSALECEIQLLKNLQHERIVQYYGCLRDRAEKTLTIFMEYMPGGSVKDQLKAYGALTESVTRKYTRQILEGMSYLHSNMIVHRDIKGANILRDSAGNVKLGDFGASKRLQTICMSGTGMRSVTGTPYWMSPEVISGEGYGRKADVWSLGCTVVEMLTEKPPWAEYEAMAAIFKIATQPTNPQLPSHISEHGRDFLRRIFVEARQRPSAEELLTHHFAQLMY
DNA FID counter: displaces DNA intercalator in HCV helicase counter-screen. hit rate 0.17% among 290,000. DNA fluorescent intercalator displacement, fluorescence. inhibition, % at 7.9 µM; in the data active means inhibition above about 37%;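 further: 0% = vehicle and 100% = reference compound; higher means more ethidium bromide displaced from hairpin DNA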
CRFBP-R2 block: blocks CRF-induced signaling of the CRF-BP/CRF-R2 complex; HEK293 CRF-R2/CRF-BP, CRF-induced calcium fluorescence; inhibition, % at 11.8 µM; hit rate 0.59% among 350,000;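 active means inhibition of the ligand-induced calcium signal above about 50% at the single tested concentration, limit read from the data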
NS3 helicase inh: HCV NS3 helicase inhibition; NS3 helicase DNA unwinding, Cy5 molecular beacon fluorescence; inhibition, % at 10.9 µM; hit rate 0.56% among 290,000;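 active means inhibition above the mean of all tested compounds plus 3 SD, set per campaign, cut at about 35% in these data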;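 further: 0% = DMSO wells and 100% = thioflavine S control wells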
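assay system = NS3 helicase fragment of HCV | buffer or medium = MOPS pH 6.5, MgCl2, DTT, Tween20, BSA | timing = 60 min unwinding reaction at 25 °C after ATP addition | signal = Cy5 beacon fluorescence read at start and 1 h | read-out basis = % inhibition of unwinding | control set = low DMSO, high thioflavine S at 110 µM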
Active calls of the source: *.

`CC(C)(CC(=O)O)CC(=O)Nc1cc(C(F)(F)F)cc(C(F)(F)F)c1` gave SUMO HTRF inh 7, MEKK2wt PB1 HTS 91, GalR3 antag -8, MEKK2 mut-MEK5 -16, CRFBP-R2 agonist -1.5, MEKK3 PB1 HTS 92, DNA FID counter -14, CRFBP-R2 block 1 and NS3 helicase inh 27.
For COc1cc(-c2nc3ccccn3c2/N=C/c2cccc(OC)c2O)ccc1O the results were SUMO HTRF inh 14, MEKK2wt PB1 HTS 93, GalR3 antag -1, MEKK2 mut-MEK5 -11, CRFBP-R2 agonist -3.5, MEKK3 PB1 HTS 104, DNA FID counter -3, CRFBP-R2 block 28 and NS3 helicase inh 5.
Screening O=C(NCCCn1ccnc1)c1noc2c1CCCC2 returned SUMO HTRF inh 9, MEKK2wt PB1 HTS 96, GalR3 antag -8, MEKK2 mut-MEK5 -5, CRFBP-R2 agonist -0.3, MEKK3 PB1 HTS 100, DNA FID counter 0, CRFBP-R2 block -5 and NS3 helicase inh 3.
`CS(=O)(=O)Nc1ccc(S(=O)(=O)NCCc2ccccc2)cc1` gave SUMO HTRF inh 8, MEKK2wt PB1 HTS 101, GalR3 antag -3, MEKK2 mut-MEK5 2, CRFBP-R2 agonist 2.4, MEKK3 PB1 HTS 101, DNA FID counter 0, CRFBP-R2 block -32 and NS3 helicase inh -5.
`COC(=O)C1(C)CN(S(=O)(=O)c2ccc(C)cc2)c2cc(OC)ccc2C1=O` (centres undefined) gave SUMO HTRF inh 31, MEKK2wt PB1 HTS 103, GalR3 antag -6, MEKK2 mut-MEK5 -1, CRFBP-R2 agonist 4.9, MEKK3 PB1 HTS 99, DNA FID counter -19, CRFBP-R2 block 7 and NS3 helicase inh -9.
Screening CCc1nc(SCc2ccc(Cl)cc2)n[nH]1 returned SUMO HTRF inh 0, MEKK2wt PB1 HTS 102, GalR3 antag -2, MEKK2 mut-MEK5 4, CRFBP-R2 agonist 0.3, MEKK3 PB1 HTS 102, DNA FID counter -2, CRFBP-R2 block 9 and NS3 helicase inh -5.
For O=C(CNS(=O)(=O)c1ccccc1)NCC(=O)OCc1ccccc1F the results were SUMO HTRF inh 8, MEKK2wt PB1 HTS 101, GalR3 antag 4, MEKK2 mut-MEK5 -2, CRFBP-R2 agonist -2.3, MEKK3 PB1 HTS 98, DNA FID counter -3, CRFBP-R2 block -4 and NS3 helicase inh 0.
For O=C(COC(=O)CNC(=O)c1ccccc1)Nc1ccc(S(=O)(=O)N2CCOCC2)cc1 the results were SUMO HTRF inh 15, MEKK2wt PB1 HTS 109, GalR3 antag -1, MEKK2 mut-MEK5 0, CRFBP-R2 agonist -1.2, MEKK3 PB1 HTS 108, DNA FID counter -4, CRFBP-R2 block 10 and NS3 helicase inh -2.
Screening CCCCOCCCNC(=O)Cc1ccccc1OC returned SUMO HTRF inh 8, MEKK2wt PB1 HTS 105, GalR3 antag -3, MEKK2 mut-MEK5 4, CRFBP-R2 agonist -0.1, MEKK3 PB1 HTS 106, DNA FID counter -8, CRFBP-R2 block 2 and NS3 helicase inh -4.
For Cc1[nH]c(=O)[nH]c(=O)c1S(=O)(=O)Nc1cccc([N+](=O)[O-])c1C the results were SUMO HTRF inh 8, MEKK2wt PB1 HTS 108, GalR3 antag -7, MEKK2 mut-MEK5 6, CRFBP-R2 agonist 0.3, MEKK3 PB1 HTS 110, DNA FID counter -1, CRFBP-R2 block 7 and NS3 helicase inh 4.
`CCN1c2ccccc2N(C)C1(C)c1ccccc1` (centres undefined) gave SUMO HTRF inh -4, MEKK2wt PB1 HTS 95, MEKK2 mut-MEK5 4, CRFBP-R2 agonist 33, MEKK3 PB1 HTS 120, DNA FID counter 4, CRFBP-R2 block -69 and NS3 helicase inh -4.
`C/C(=N\N1CCN(c2ccccc2)CC1)c1cccs1` gave SUMO HTRF inh 3, MEKK2wt PB1 HTS 102, GalR3 antag 3, MEKK2 mut-MEK5 3, CRFBP-R2 agonist 1.4, MEKK3 PB1 HTS 98, DNA FID counter -5, CRFBP-R2 block 0 and NS3 helicase inh -7.
For CCOC(=O)c1[nH]c2ccccc2c1NC(=O)NC1CCCCC1 the results were SUMO HTRF inh 33, MEKK2wt PB1 HTS 105, GalR3 antag 2, MEKK2 mut-MEK5 2, CRFBP-R2 agonist -1.4, MEKK3 PB1 HTS 105, DNA FID counter -6, CRFBP-R2 block -11 and NS3 helicase inh 6.
For CNC(=S)Nc1cccc(C(=O)OC)c1 the results were SUMO HTRF inh 4, MEKK2wt PB1 HTS 103, GalR3 antag -4, MEKK2 mut-MEK5 3, CRFBP-R2 agonist -1.1, MEKK3 PB1 HTS 104, DNA FID counter 4, CRFBP-R2 block -6 and NS3 helicase inh 1.
For CCOc1ccccc1NC(=O)CCc1ccc(C)o1 the results were SUMO HTRF inh -3, MEKK2wt PB1 HTS 100, GalR3 antag -3, MEKK2 mut-MEK5 3, CRFBP-R2 agonist 0.1, MEKK3 PB1 HTS 105, DNA FID counter -8, CRFBP-R2 block -7 and NS3 helicase inh 4.

Arranged by formula weight (descending): some entries from above
`COC(=O)C1(C)CN(S(=O)(=O)c2ccc(C)cc2)c2cc(OC)ccc2C1=O` (centres undefined) gave SUMO HTRF inh 31, MEKK2wt PB1 HTS 103, GalR3 antag -6, MEKK2 mut-MEK5 -1, CRFBP-R2 agonist 4.9, MEKK3 PB1 HTS 99, DNA FID counter -19, CRFBP-R2 block 7 and NS3 helicase inh -9.
Screening CCc1nc(SCc2ccc(Cl)cc2)n[nH]1 returned SUMO HTRF inh 0, MEKK2wt PB1 HTS 102, GalR3 antag -2, MEKK2 mut-MEK5 4, CRFBP-R2 agonist 0.3, MEKK3 PB1 HTS 102, DNA FID counter -2, CRFBP-R2 block 9 and NS3 helicase inh -5.
For CNC(=S)Nc1cccc(C(=O)OC)c1 the results were SUMO HTRF inh 4, MEKK2wt PB1 HTS 103, GalR3 antag -4, MEKK2 mut-MEK5 3, CRFBP-R2 agonist -1.1, MEKK3 PB1 HTS 104, DNA FID counter 4, CRFBP-R2 block -6 and NS3 helicase inh 1.

Other compounds follow.
For C=CCn1c(CCNC(=O)c2cccs2)nnc1SCC(=O)c1ccc(Cl)cc1 the results were SUMO HTRF inh 6, MEKK2wt PB1 HTS 109, GalR3 antag -4, MEKK2 mut-MEK5 11, CRFBP-R2 agonist -0.4, MEKK3 PB1 HTS 112, DNA FID counter -31, CRFBP-R2 block -4 and NS3 helicase inh -8.
`COc1cc(/C=C/c2cccc[n+]2C)ccc1OCC(=O)Nc1cccc(Cl)c1` gave SUMO HTRF inh 11, MEKK2wt PB1 HTS 117, GalR3 antag -10, MEKK2 mut-MEK5 0, CRFBP-R2 agonist -0.3, MEKK3 PB1 HTS 97, DNA FID counter 24, CRFBP-R2 block -2 and NS3 helicase inh -40.
Screening CC(C)(C)c1ccc2c(c1)N(CC(=O)N1CCOCC1)C(=O)CO2 returned SUMO HTRF inh 4, MEKK2wt PB1 HTS 111, GalR3 antag 2, MEKK2 mut-MEK5 5, CRFBP-R2 agonist -0.1, MEKK3 PB1 HTS 102, DNA FID counter -21, CRFBP-R2 block -7 and NS3 helicase inh -4.
For CC(=O)C(Sc1nc(N(C)C)nc(N(C)C)n1)C(=O)Nc1ccccc1 (centres undefined) the results were SUMO HTRF inh 12, MEKK2wt PB1 HTS 100, GalR3 antag -4, MEKK2 mut-MEK5 0, CRFBP-R2 agonist -0.2, MEKK3 PB1 HTS 100, DNA FID counter -22, CRFBP-R2 block 9 and NS3 helicase inh -6.
`FC(F)Oc1ccc(NC(=S)N2CCN(Cc3ccccc3)CC2)cc1` gave SUMO HTRF inh 3, MEKK2wt PB1 HTS 87, GalR3 antag -4, MEKK2 mut-MEK5 -3, CRFBP-R2 agonist -0.3, MEKK3 PB1 HTS 82, DNA FID counter 3, CRFBP-R2 block -4 and NS3 helicase inh -4.
Cc1ccc(S(=O)(=O)N2CCN(S(C)(=O)=O)CC2)cc1 was read as MEKK2wt PB1 HTS 97, GalR3 antag -6, MEKK2 mut-MEK5 2, CRFBP-R2 agonist 9.5, MEKK3 PB1 HTS 96, DNA FID counter -2, CRFBP-R2 block 0 and NS3 helicase inh 6.
For CC1=[N+](CC(=O)c2ccccc2)CCn2cccc21 the results were SUMO HTRF inh 8, MEKK2wt PB1 HTS 89, GalR3 antag -2, MEKK2 mut-MEK5 -9, CRFBP-R2 agonist 3.9, MEKK3 PB1 HTS 98, DNA FID counter 0, CRFBP-R2 block -15 and NS3 helicase inh -10.
Screening COc1cc(C(=O)NC(=S)Nc2ccc3oc(=O)ccc3c2)cc(OC)c1OC returned SUMO HTRF inh 16, MEKK2wt PB1 HTS 98, GalR3 antag -7, MEKK2 mut-MEK5 2, CRFBP-R2 agonist -0.5, MEKK3 PB1 HTS 101, DNA FID counter 0, CRFBP-R2 block 11 and NS3 helicase inh -1.
For COCCCNCCC(CCC(C)C)c1ccc2c(c1)OCO2 (centres undefined) the results were SUMO HTRF inh 15, MEKK2wt PB1 HTS 103, GalR3 antag -8, MEKK2 mut-MEK5 -1, CRFBP-R2 agonist 1.5, MEKK3 PB1 HTS 101, DNA FID counter 24, CRFBP-R2 block -5 and NS3 helicase inh -44.
Screening Cc1cc(OCC(=O)NNC(=S)NC(=O)c2cccs2)ccc1Cl returned SUMO HTRF inh -48, MEKK2wt PB1 HTS 103, GalR3 antag 2, MEKK2 mut-MEK5 3, CRFBP-R2 agonist 45, MEKK3 PB1 HTS 100, DNA FID counter -18, CRFBP-R2 block -23 and NS3 helicase inh 19.
For CCOC(=O)c1ccc(CNC(=O)CSc2nnnn2-c2ccc(Cl)cc2)o1 the results were SUMO HTRF inh 0, GalR3 antag -1, CRFBP-R2 agonist -0.9, DNA FID counter -20, CRFBP-R2 block -6 and NS3 helicase inh 2.
`CCCCS(=O)(=O)NC1=NCN(CCO)CN1` gave SUMO HTRF inh 18, MEKK2wt PB1 HTS 98, GalR3 antag -1, MEKK2 mut-MEK5 0, CRFBP-R2 agonist -0.2, MEKK3 PB1 HTS 99, DNA FID counter 0, CRFBP-R2 block -3 and NS3 helicase inh 5.
For Cc1ccc(/C=N/NC(=O)Nc2ccccc2)o1 the results were SUMO HTRF inh 18, MEKK2wt PB1 HTS 100, GalR3 antag 3, MEKK2 mut-MEK5 -2, CRFBP-R2 agonist -3.8, MEKK3 PB1 HTS 103, DNA FID counter -1, CRFBP-R2 block 17 and NS3 helicase inh 3.
`C=CC(O)Cc1c(C)n[nH]c1C` (centres undefined) gave SUMO HTRF inh -18, MEKK2wt PB1 HTS 97, GalR3 antag -7, MEKK2 mut-MEK5 2, CRFBP-R2 agonist -1.7, MEKK3 PB1 HTS 90, DNA FID counter 3, CRFBP-R2 block 0 and NS3 helicase inh 7.
Screening Cc1cccc(/N=C/c2c(O)cc(C)oc2=O)n1 returned SUMO HTRF inh 4, MEKK2wt PB1 HTS 103, GalR3 antag -2, MEKK2 mut-MEK5 11, CRFBP-R2 agonist 0.8, MEKK3 PB1 HTS 104, DNA FID counter -5, CRFBP-R2 block -4 and NS3 helicase inh 3.
For O=C(NNC(=O)C1CC1)c1cc(Cl)nc2ccccc12 the results were SUMO HTRF inh -4, MEKK2wt PB1 HTS 107, GalR3 antag -3, MEKK2 mut-MEK5 4, CRFBP-R2 agonist 2.1, MEKK3 PB1 HTS 105, DNA FID counter -3, CRFBP-R2 block 9 and NS3 helicase inh 1.
O=C(/C=C/c1cccc(F)c1)NC1CCN(Cc2ccccc2)CC1 was read as SUMO HTRF inh 1, MEKK2wt PB1 HTS 109, GalR3 antag -11, MEKK2 mut-MEK5 3, CRFBP-R2 agonist -0.6, MEKK3 PB1 HTS 104, DNA FID counter 3, CRFBP-R2 block 0 and NS3 helicase inh 1.

An excerpt; the hit share may differ from the screen's.
